Assay outcomes (PubChem BioAssay)
MT1-MMP act inh – blockers of MT1-MMP proenzyme processing, primary screen, HT1080 RFP-PRO-GFP cells, GFP/RFP fluorescence; Matrix metalloproteinase-14 (Homo sapiens), P50281; GFP/RFP ratio fluorescence, overnight; percent of plate control window, DMSO zero; GFP/RFP ratio change, % at 20 µM; 0.061% of 360,000 active;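 active = GFP/RFP ratio change of at least 30% with cell ATP level not reduced by more than half and red fluorescence within 50% of control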; note: strong numbers were not always called active
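Test system: HT1080 cells expressing an RFP-PRO-GFP fluorescent reporter construct / Compound dosing: single-point 20 µM compound, 1% DMSO / Schedule: cells overnight before dosing, compound overnight, 37 °C, 5% CO2 / Evaluation: GFP/RFP fluorescence ratio / Control set: DMSO and RFP-L50D-GFP cell wells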
CSN deneddyl inh – inhibitors of CSN-mediated cullin deneddylation, primary screen, biochemical, fluorescence polarization, uHTS; AID 651999, 2013; Purified CSN, SCF-Nedd8-OG deneddylation; inhibition, % at 12.5 µM; COP9 signalosome complex subunit 5 (Homo sapiens), Q92905; 0.38% of 360,000 active;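 active = pattern-corrected inhibition above about 35%, with an unprinted fluorescence ratio check between 0.5 and 1.5, limit read from the data, passing the limit was not always enough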;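 note: 0% = enzyme with substrate and 100% = substrate without enzyme; some results filed as inactive read as strong as hits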
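Detection – fluorescence polarization · System – HEK293T-derived human Csn5 enzyme · Controls – substrate-only high control, full reaction low control · Timing – 90 min, room temperature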
SKN-1 inh – suppressors of acrylamide-induced Pgst-4::GFP reporter in worms, primary screen, SKN-1 inhibitor project, whole organism, uHTS, GFP/RFP fluorescence ratio, strain VP596 | C. elegans VP596 Pgst-4::GFP/RFP ratio, 24 h | inhibition, % at 21.8 µM | 0.49% of 360,000 active | AID 624304, 2012;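 active = interference check ratio from 0.5 to 1.5 plus GFP to RFP signal ratio inhibition reaching or exceeding a fixed threshold, cut at about 30% in these data, passing the limit was not always enough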; note: some compounds called inactive have numbers as strong as hits
PABP1 MLLE inh – inhibitors of PABP1 MLLE–PAM2 peptide binding, primary screen, biochemical, fluorescence polarization, FITC-PAM2, GST-MLLE. Polyadenylate-binding protein 1 (Homo sapiens), P11940. inhibition, % at 20 µM. 0.36% of 360,000 active. AID 588489, 2011; in the data active = inhibition above about 35%, passing the limit was not always enough;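 note: plate controls were DMSO wells with GST-MLLE for no effect and wells lacking GST-MLLE protein for full effect; some results filed as inactive read as strong as hits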
Target sequence (P11940 whole entry, looked up): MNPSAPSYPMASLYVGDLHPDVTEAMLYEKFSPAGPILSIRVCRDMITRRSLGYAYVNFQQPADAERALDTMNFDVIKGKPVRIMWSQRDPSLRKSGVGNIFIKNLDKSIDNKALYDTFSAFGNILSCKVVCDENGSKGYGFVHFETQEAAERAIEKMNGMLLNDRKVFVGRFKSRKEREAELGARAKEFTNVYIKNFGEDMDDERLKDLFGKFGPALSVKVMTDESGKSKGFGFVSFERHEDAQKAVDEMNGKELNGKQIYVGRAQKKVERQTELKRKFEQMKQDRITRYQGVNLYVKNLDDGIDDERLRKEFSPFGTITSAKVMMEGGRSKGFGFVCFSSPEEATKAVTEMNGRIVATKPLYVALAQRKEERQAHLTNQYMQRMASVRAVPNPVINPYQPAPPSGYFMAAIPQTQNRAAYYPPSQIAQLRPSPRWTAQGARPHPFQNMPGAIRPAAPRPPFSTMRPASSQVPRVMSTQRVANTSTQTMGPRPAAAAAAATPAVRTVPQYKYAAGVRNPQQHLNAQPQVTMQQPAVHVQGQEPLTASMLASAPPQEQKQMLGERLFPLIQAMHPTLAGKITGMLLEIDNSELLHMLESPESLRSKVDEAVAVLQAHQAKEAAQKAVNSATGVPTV
FAS-TE inh – FAS thioesterase domain inhibitors, primary screen, biochemical, fluorescence intensity, uHTS | Fatty acid synthase (Homo sapiens), P49327 | recombinant FAS-TE, OMFH fluorogenic substrate, fluorescence endpoint | inhibition, % at 15 µM | 0.67% of 360,000 active;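 active = compounds whose normalised, plate-corrected inhibition of enzyme fluorescence in the single-dose primary screen is 50% or more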;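 note: 0% = DMSO with enzyme and 100% = substrate without enzyme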
Rin1 Abl inh – inhibitors of Rin1-Abl protein binding, primary screen, biochemical, TR-FRET; inhibition, % at 7.35 µM; 0.4% of 360,000 active; in the data active = inhibition above about 5%, passing the limit was not always enough
Rpn11 block – Rpn11 (PSMD14) deubiquitinase inhibitors, primary screen, biochemical, fluorescence polarization, uHTS; 26S proteasome non-ATPase regulatory subunit 14 (Homo sapiens), O00487; 0.59% of 360,000 active; AID 588493, 2011; human 26S proteasome, Ub4-pepOG fluorescence polarization; 20S core pre-blocked with epoxomicin; calls only at 20 µM;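 active = inhibition at 20 µM, scaled to each plate's controls, above about 33%, limit read from the data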
Target sequence (O00487 whole entry, looked up): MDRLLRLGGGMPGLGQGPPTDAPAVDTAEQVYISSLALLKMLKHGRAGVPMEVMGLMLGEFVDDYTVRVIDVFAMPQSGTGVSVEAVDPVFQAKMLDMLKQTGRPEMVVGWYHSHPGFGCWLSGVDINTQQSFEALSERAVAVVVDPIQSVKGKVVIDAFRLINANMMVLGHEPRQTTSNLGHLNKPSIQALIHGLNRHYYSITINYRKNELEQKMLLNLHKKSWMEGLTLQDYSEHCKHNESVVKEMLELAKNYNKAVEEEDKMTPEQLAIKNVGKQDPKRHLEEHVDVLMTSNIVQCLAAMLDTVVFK
NadD block – inhibitors of S. aureus NadD, primary screen, biochemical, colorimetric, uHTS | Nicotinate-nucleotide adenylyltransferase NadD (Staphylococcus aureus N315) | purified NadD enzyme, colorimetric absorbance read-out | inhibition, % at 20 µM | 0.78% of 360,000 active | AID 602399, 2012; in the data active = inhibition above about 26%; note: some compounds past the cut are filed as inactive
Neddylation inh – inhibitors of cullin neddylation, primary screen, biochemical, TR-FRET, uHTS, NAE and Ubc12 | NEDD8-conjugating enzyme Ubc12 (Homo sapiens) + NEDD8-activating enzyme E1 regulatory … | calls only at 25 µM | 0.58% of 360,000 active | AID 651699, 2012; in the data active = inhibition above about 36%
* marks the source's active call; other numbers are inactive results; i = inactive; x = not tested or not shown; + = active, no number. Random draw from the library, and some 3.9% of all compounds hit somewhere here.

SMILES	MT1-MMP act inh	CSN deneddyl inh	SKN-1 inh	PABP1 MLLE inh	FAS-TE inh	Rin1 Abl inh	Rpn11 block	NadD block	Neddylation inh
CCOC(=O)c1ccc(NC(=O)C2=C(C)Nc3nc(CCCO)nn3C2c2cccc(C)c2)cc1 (stereo unspecified)	4.9	0.2	11.7	1.8	-1.3	3.1	i	5.8	i
NC(=O)C1CCN(C(=S)c2ccc(-c3ccc(Br)cc3)o2)CC1	3.2	-14.3	-4.1	21.4	-0.5	-2.8	i	-6.7	i
Cc1c(NS(=O)(=O)N2CCCCC2)c(=O)n(-c2ccccc2)n1C	-11.1	-1.6	-11.7	-6.6	-9.6	0.8	i	-4.7	i
CC(C)CN1CC(C)C(=O)N(c2ccccc2)C1=S (stereo unspecified)	-1.0	5.3	6.3	17.2	-8.1	1.8	i	-2.1	i
CCO/C(C)=N/Oc1cnc2ccccc2c1	1.9	-3.5	3.2	-0.5	-4.2	1.7	i	-4.7	i
O=C(CCc1nnc(Cc2ccc(-c3ccccc3)cc2)o1)NCC1CC1	x	-2.6	1.5	2.6	-8.6	4.9	i	-1.9	i
CCOc1ccc(CCNC(=O)COc2cccc(-n3cnnn3)c2)cc1OCC	0.5	-3.2	16.1	5.7	-3.5	-2.5	i	-1.5	i
COc1ccc(CNC(=O)C(c2ccco2)N(C(=O)CNS(=O)(=O)c2ccccc2)c2ccccc2C)cc1 (stereo unspecified)	-7.0	-3.0	3.6	-1.9	18.2	-1.8	i	-4.8	i
Cc1ccccc1-n1sc2cc(F)ccc2c1=O	1.2	-5.6	0.0	28.8	-3.8	3.8	i	9.1	i
Cc1ccc(S(=O)(=O)NC(=O)C2(C)CCN2C(=O)COc2ccc(Cl)cc2)nc1 (stereo unspecified)	-0.4	0.7	-5.7	5.7	-5.0	2.8	i	2.2	i
CCCN1CCN(C(=O)CCS(=O)(=O)c2cc3c(cc2Cl)NC(=O)CO3)CC1	-3.9	-1.9	-4.4	-4.2	-2.1	-0.1	i	-1.1	i
NNC(=O)/C(=N/Nc1ccccc1)S(=O)(=O)c1ccc(Cl)cc1	0.7	-10.7	-4.9	-12.4	-1.2	-0.5	i	13.2	i
CCc1noc(C)c1C(=O)NCCN1C(=O)S/C(=C\c2ccc(OC)cc2)C1=O	1.2	-1.1	-7.6	8.2	-1.5	-1.8	i	-8.1	i
Cc1c(C(c2ccc(N(C)C)cc2)c2c(C)n(C)n(-c3ccccc3)c2=O)c(=O)n(-c2ccccc2)n1C	24.3	3.5	31.0	-6.7	-0.7	-14.6	i	7.1	i
O=[N+]([O-])C(=C1NCCN1)C(Cl)=C(Cl)Cl	-0.3	5.0	0.1	2.5	-9.2	1.0	i	-3.7	i
CCn1nc(C)cc1C(=O)N1CCCC(C(=O)c2ccc(OC)cc2C)C1 (stereo unspecified)	5.6	4.6	2.9	6.9	-4.2	-1.4	i	0.1	i
O=C1CSC(=S)N1N=Cc1ccc(OCc2ccccc2)cc1	-4.3	3.4	3.0	-1.7	12.2	-2.8	i	12.3	i
Cc1sc2ncnc(N3CCN(S(=O)(=O)c4ccccc4)CC3)c2c1C	-11.8	-3.3	13.5	2.8	25.9	2.5	i	2.5	i
O=C(N1CCCCC1)C1(c2ccccc2)CCOCC1	0.3	-4.3	-0.3	0.7	-7.9	-1.5	i	-2.9	i
O=C(CC12CC3CC(CC(C3)C1)C2)NC(=S)Nc1ccc(CN2CCOCC2)cc1	4.1	1.1	1.4	26.0	11.9	4.6	i	0.4	i
Cc1ccc(CCNC(=O)CCS(=O)(=O)c2ccc3nc(C)sc3c2)cc1	1.2	-3.7	5.7	9.1	3.9	0.3	i	0.5	i
CC(=O)Nc1ccc(C(=O)CSc2nnnn2C)cc1	9.4	0.1	5.0	1.8	-4.6	-0.9	i	1.2	i
O=C(N/N=C/c1cn(-c2ccccc2)nc1-c1cccs1)c1ccncc1	0.9	-0.1	5.6	9.5	3.8	-2.6	i	2.5	+
COc1cccc(NC(=O)CN(C)CC(=O)Nc2ccc3c(c2)OCO3)c1	0.9	0.1	-9.9	-15.3	-3.6	2.3	i	-2.5	i
Cc1ccc2nc(SCC(=O)N/N=C/c3ccco3)cc(C)c2c1	-8.2	4.4	-3.6	-8.2	-0.3	-3.7	i	4.2	i
O=C(O)C1(P(=O)(c2ccc(Cl)cc2)c2ccc(Cl)cc2)CC1	-3.6	-11.4	-3.5	4.9	-1.9	0.1	i	-3.1	i
CC(C)C(=O)Nc1nc(-c2ccc3c(c2)CCN3C(=O)C2CC2)cs1	4.0	14.1	-1.1	15.4	37.4	-0.8	i	-3.9	i
CCCn1c2ccccc2c2cnn(CC(=O)NCCN(CC)CC)c(=O)c21	0.8	2.6	-8.2	-12.5	-15.7	-2.0	i	-5.4	i
Cc1ccc(C(=O)NCc2ccco2)c(C)c1	0.3	-3.0	-1.6	5.3	-1.7	-0.6	i	-0.6	i
NC(=S)n1[nH]c(-c2ccc([N+](=O)[O-])cc2)c(N=Nc2ccccc2[N+](=O)[O-])c1=O	8.8	-6.2	6.2	32.3	22.9	-1.0	i	64.5*	i
Cc1cc2[nH]c(=O)c(=O)[nH]c2cc1S(=O)(=O)Nc1cccc(F)c1	1.5	3.3	8.7	-1.9	4.1	-2.9	i	-4.7	i
O=C1Nc2ccccc2C(O)(C(=O)NCc2ccc3c(c2)OCO3)N1c1ccc(Cl)c(Cl)c1 (stereo unspecified)	-2.0	2.1	19.4	-2.0	-1.1	2.8	i	-1.6	i
COC(=O)c1cc2cc(NS(=O)(=O)c3ccc(C)cc3)ccc2s1	-4.5	0.5	5.8	-8.7	21.0	-4.0	i	-10.6	i
O=C(NC1CCCC1)C1CC1c1ccccc1 (stereo unspecified)	-0.9	3.0	2.7	4.6	-7.0	2.2	i	-6.7	i
N#C/C(=C\c1cccnc1)c1ccccc1[N+](=O)[O-]	-6.2	4.9	-9.8	-12.8	3.0	0.6	i	-2.8	i
O=C1C(C=Nc2ccccc2)=C(O)c2ccccc21	-0.9	2.9	17.8	7.7	-2.9	-6.2	i	0.6	i
O=C1CC(NCc2ccccc2)C(=O)N1c1ccc(F)cc1 (stereo unspecified)	-0.8	-6.2	9.3	-1.3	-1.6	-0.2	i	-1.5	i
COC(=O)C1=C(C)N(C2CCCCC2)C(=O)/C1=C\c1cccs1	1.3	1.8	7.4	-8.1	10.3	2.7	i	-3.9	i
CSc1ccc(CN(C)CC(=O)NCc2ccc(F)cc2)cc1	-1.3	5.4	-0.3	7.0	2.7	2.0	i	-2.1	i
COc1ccc(N2CCN(C(=O)c3oc4ccccc4c3NC(=O)CCc3cc(OC)no3)CC2)cc1	-0.5	-1.2	-1.6	-1.4	10.4	-1.1	i	-3.4	i
Cc1[nH]c2ccccc2c1SCC(=O)NNC(=O)Nc1ccc(OC(F)(F)F)cc1	4.5	-1.0	-1.7	4.2	24.9	-0.2	i	-8.8	i
O=C(CSc1cn(CCNC(=O)c2ccccc2)c2ccccc12)NCC1CCCO1 (stereo unspecified)	1.9	0.6	-6.8	2.1	-4.5	3.2	i	-5.0	i
Cc1ccccc1NC(NC(=O)c1cccnc1)C(Cl)(Cl)Cl (stereo unspecified)	2.6	-4.8	-5.5	-1.3	7.4	1.2	i	-5.9	i
COc1ccc(OC)c(CNC(=O)C2CCCN(c3nc4ccccc4o3)C2)c1 (stereo unspecified)	-0.2	2.4	13.7	-6.8	-5.6	0.8	i	-5.4	i
Cc1ccccc1N1CC(c2nc3ccccc3[nH]2)CC1=O (stereo unspecified)	3.0	-0.4	-8.2	-2.2	-6.4	1.6	i	0.7	i
CC(C)[C@H](NC(=O)CCCn1nnc2ccccc2c1=O)C(=O)O	2.6	2.2	7.8	14.9	-5.0	1.2	i	-1.3	i
CN1CC[C@]23c4ccccc4N[C@H]1[C@]21CCN(C)[C@H]3Nc2ccccc21	4.3	1.6	-5.6	-1.4	-2.1	-1.4	i	1.4	i
Nc1cccc(C(=O)OCC(=O)Nc2cccc3c2C(=O)c2ccccc2C3=O)c1	-11.0	-26.3	1.5	128.4	-19.0	-1.1	i	-1.5	i
Cc1ccc(S(=O)(=O)N2CCC(C(=O)N/N=C/c3ccccc3[N+](=O)[O-])CC2)cc1	2.3	-13.2	-5.1	-7.3	11.1	-2.6	i	-2.5	i
NS(=O)(=O)c1ccc(-n2nncc2C23CC4CC(CC(C4)C2)C3)cc1	-0.2	-3.0	13.8	1.6	1.8	0.7	i	1.3	i
C[C@@H]1CN([C@H](C)CO)C(=O)CCCn2nncc2CO[C@H]1CN(C)S(=O)(=O)c1ccccc1	0.1	1.4	-12.8	11.6	-9.7	2.7	i	-1.0	i
N=c1oc2cc(O)ccc2cc1C(=O)Nc1nc2ccccc2s1	-42.9	40.8	15.4	-47.9	-16.5	-2.2	x	-5.8	x
C/C(CC(=O)Nc1cc(Cl)ccc1C)=N\NC(=O)C(=O)N1CCCC1	1.8	3.5	1.5	4.8	-6.2	-2.1	i	-2.3	i
COc1ccc(OCC(=O)N(Cc2sccc2C)C2CCS(=O)(=O)C2)cc1 (stereo unspecified)	-0.3	4.2	6.8	-6.0	-0.4	4.9	i	-17.2	i
CCCCn1c(N)c(N(CC(C)C)C(=O)c2ccc(-n3c(C)ccc3C)cc2)c(=O)[nH]c1=O	-4.4	3.4	7.9	-19.1	-6.9	0.3	i	4.6	i
O=C(c1ccc(F)cc1)N1CCC(N2CCCCCC2)CC1	2.0	0.7	-11.1	0.4	-12.7	-2.4	i	0.7	i
COC(=O)C1=C(C)OC(N)=C(C#N)C1c1ccccc1 (stereo unspecified)	-1.0	2.3	-35.0	10.4	-4.7	0.9	i	-1.9	i
CC(=O)Nc1ccc(OS(=O)(=O)c2ccc([N+](=O)[O-])cc2)cc1	-1.0	0.8	4.4	13.2	17.1	-1.9	i	0.7	i

Shown as comma-separated lines: entries from further up
SMILES,MT1-MMP act inh,CSN deneddyl inh,SKN-1 inh,PABP1 MLLE inh,FAS-TE inh,Rin1 Abl inh,Rpn11 block,NadD block,Neddylation inh
NS(=O)(=O)c1ccc(-n2nncc2C23CC4CC(CC(C4)C2)C3)cc1,-0.2,-3.0,13.8,1.6,1.8,0.7,i,1.3,i
C[C@@H]1CN([C@H](C)CO)C(=O)CCCn2nncc2CO[C@H]1CN(C)S(=O)(=O)c1ccccc1,0.1,1.4,-12.8,11.6,-9.7,2.7,i,-1.0,i
N=c1oc2cc(O)ccc2cc1C(=O)Nc1nc2ccccc2s1,-42.9,40.8,15.4,-47.9,-16.5,-2.2,x,-5.8,x
C/C(CC(=O)Nc1cc(Cl)ccc1C)=N\NC(=O)C(=O)N1CCCC1,1.8,3.5,1.5,4.8,-6.2,-2.1,i,-2.3,i
